TNAP inh hi DEA: human TNAP enzyme inhibitors, primary screen, biochemical, luminescent, high phosphate acceptor level, uHTS; purified TNAP, CDP-star luminescence, 1 M DEA; inhibition, % at 20 µM; 200,000 compounds, 0.03% hits; AID 1135, 2008;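 active = over 50% inhibition of tissue-nonspecific alkaline phosphatase at 20 µM in the single-dose screen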;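 note: plate controls were DMSO wells for no effect and EDTA-quenched wells as full inhibition for full effect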
Target sequence (P05186 whole entry, looked up): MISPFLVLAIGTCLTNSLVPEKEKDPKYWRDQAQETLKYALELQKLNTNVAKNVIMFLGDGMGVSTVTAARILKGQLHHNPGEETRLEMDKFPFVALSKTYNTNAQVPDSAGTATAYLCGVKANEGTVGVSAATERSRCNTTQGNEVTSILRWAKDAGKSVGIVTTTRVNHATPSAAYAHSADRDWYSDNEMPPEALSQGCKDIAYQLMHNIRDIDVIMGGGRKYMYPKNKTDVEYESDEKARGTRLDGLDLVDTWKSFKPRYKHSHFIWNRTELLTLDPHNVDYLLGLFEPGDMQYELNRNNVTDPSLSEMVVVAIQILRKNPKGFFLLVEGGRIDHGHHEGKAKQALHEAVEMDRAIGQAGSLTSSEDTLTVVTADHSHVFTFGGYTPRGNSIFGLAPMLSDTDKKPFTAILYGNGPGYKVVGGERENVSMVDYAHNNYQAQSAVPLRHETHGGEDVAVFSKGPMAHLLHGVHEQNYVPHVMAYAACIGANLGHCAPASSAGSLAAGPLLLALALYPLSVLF
PMI act satM6P: human PMI activators, high substrate, primary screen, biochemical, fluorescence intensity, near-saturating mannose 6-phosphate. Mannose-6-phosphate isomerase (Homo sapiens), P34949. coupled PMI enzyme assay, resazurin fluorescence, 20 min; stronger effect = higher value; 1 = untreated enzyme, 0 = substrate-free blank. activation factor at 20 µM. 190,000 compounds, 0.34% hits;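 active = activation factor of 2 or more at 20 µM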
Target sequence (P34949 whole entry, looked up): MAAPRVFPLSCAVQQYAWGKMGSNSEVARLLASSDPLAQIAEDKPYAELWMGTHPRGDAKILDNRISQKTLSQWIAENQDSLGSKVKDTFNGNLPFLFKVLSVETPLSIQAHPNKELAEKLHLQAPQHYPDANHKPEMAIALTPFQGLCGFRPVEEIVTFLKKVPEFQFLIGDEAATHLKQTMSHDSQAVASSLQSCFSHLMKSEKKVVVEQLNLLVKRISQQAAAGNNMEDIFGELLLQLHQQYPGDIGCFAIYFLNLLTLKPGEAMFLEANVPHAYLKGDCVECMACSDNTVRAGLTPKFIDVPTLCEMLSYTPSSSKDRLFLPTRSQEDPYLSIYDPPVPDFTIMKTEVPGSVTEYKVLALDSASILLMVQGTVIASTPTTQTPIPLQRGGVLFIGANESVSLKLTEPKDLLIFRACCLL
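Test system: human phosphomannose isomerase with PGI, G6PDH, diaphorase coupling enzymes / Doses: 20 µM compound, 1% DMSO / Times: enzyme reaction with compound 20 min at room temperature / Measured by: Diaphorase-driven resazurin-to-resorufin fluorescence, excitation 544, emission 590 nm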
NF-kB neuron act: activators of NF-kB expression in neurons, primary screen, cell-based, HTS. human neuronal cells, NF-kB reporter expression; stronger effect = higher value. fold change at 12.5 µM. 190,000 compounds, 1.6% hits. AID 1239, 2008; in the data active = fold change above about 3.3
bIAP act: bovine intestinal alkaline phosphatase activators, primary screen, biochemical, bovine IAP, CDP-star luminescence | purified bovine IAP, 30 min; stronger effect = higher value; fold of DMSO-control signal, blank-subtracted | 200,000 compounds, 0.17% hits | activation factor at 20 µM;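 active = activation factor of 2 or more at 20 µM, a signal rise over negative controls twice the positive control's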
TNAP inh noacc: human TNAP enzyme inhibitors, primary screen, biochemical, luminescent, no phosphate acceptor, uHTS | inhibition, % at 20 µM | 200,000 compounds, 0.26% hits | purified TNAP, CDP-star luminescence, 30 min | AID 1012, 2008;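 active = tissue-nonspecific alkaline phosphatase inhibition above about 50% at 20 µM in the single-dose screen, limit read from the data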;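 note: 0% = DMSO negative control and 100% = EDTA positive control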
APP 5'UTR act: activators of APP 5'UTR luciferase reporter, primary screen, SH-SY5Y cells; SH-SY5Y APP 5'UTR luciferase reporter, luminescence; zero percent = DMSO vehicle wells; activation, % at 2 µM; 190,000 compounds, 1% hits;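 active = activation above a set limit, based on mean plus 3 SD of controls, cut at about 140% in these data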; note: values of inactives mirror those of a sister screen read the other way
FLuc stim CS: FLuc activators, initial screening, artefact control for FLuc-dependent activation tests, biochemical, ATPlite luminescence; Luciferin 4-monooxygenase (Photinus pyralis), P08659; ATPlite luciferase biochemical, 10 min; 0 = ATP-free wells, 1 = DMSO control; activation factor at 10 µM; 200,000 tested, under 10 active;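 active = luciferase activation factor, scaled between plate controls, of at least 2 with compound at 10 µM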
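Assay system: Luciferase/luciferin detection reagent, cell-free biochemical luciferase assay / Read-out: luciferase activation / Benchmarks: No-ATP low control, compound-free enzyme-plus-ATP high control / Medium: PBS buffer for ATP / Detection: luminescence measurement of luciferase light output / Schedule: 10 min at ambient temperature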
PMI act: activators of human PMI, primary screen, biochemical, fluorescence intensity, near-Km mannose 6-phosphate. AID 1214, 2008. activation factor at 20 µM. 190,000 compounds, 0.005% hits. purified human PMI, coupled resazurin fluorescence, 20 min; stronger effect = higher value; 1 = vehicle control, 0 substrate-free wells;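 active = activation factor of 2 or more at 20 µM, relative to plate controls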
TNAP act hi DEA: TNAP activators at high phosphate acceptor level, primary screen, biochemical, luminescence, uHTS; Alkaline phosphatase, tissue-nonspecific isozyme (Homo sapiens), P05186; 200,000 tested, under 10 active; activation factor at 20 µM; purified TNAP, CDP-star luminescence, 1 M DEA, 30 min; stronger effect = higher value; 0 = EDTA background, 1 = DMSO-only activity;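 active = activation factor at least 2 at 20 µM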
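Test system – human TNAP · Doses – 20 µM single point · Incubation – 30 min, room temperature · Signal – luminescent substrate turnover signal · Read-out basis – activation factor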
FLuc inhib CS: firefly luciferase enzyme inhibitors, primary screen, artefact control for luciferase-based inhibitor screens, biochemical, luminescence, ATPLite; AID 1006, 2008; 10 min; 200,000 compounds, 1.5% hits; inhibition, % at 10 µM;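 active = inhibition above about 50% when tested at 10 µM, limit read from the data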
Starred values were filed as active, the others as inactive; nt = not tested or not shown.

SMILES | TNAP inh hi DEA | PMI act satM6P | NF-kB neuron act | bIAP act | TNAP inh noacc | APP 5'UTR act | FLuc stim CS | PMI act | TNAP act hi DEA | FLuc inhib CS
O=C(NCC1CCCO1)c1ccc(CS(=O)(=O)c2c(Cl)cccc2Cl)o1 (stereo not given) | -4 | 1 | 1.1 | 0.9 | 3 | 3 | 1.1 | 1.1 | 1 | -8
Cn1c(=O)cc(SCC(=O)Nc2cccnc2)c2ccccc21 | -6 | 1 | 0.92 | 1 | 4 | -3 | 1.1 | 1.1 | 1.1 | -11
CC1C(=O)N(Cc2ccc([N+](=O)[O-])cc2)c2ccccc2N1C(=O)C1CC1 (stereo not given) | -1 | 1 | 1.2 | 1 | -20 | -10 | 1 | 1 | 1 | -4
CCOc1ccccc1NC(=O)c1ccoc1C | -6 | 1.1 | 0.95 | 0.8 | -13 | 19 | 1 | 1.1 | 1.1 | -5
O=C(Nc1ccncc1)c1ccc(C(=O)Nc2ccncc2)cc1 | -5 | 1.1 | 0.92 | 1 | -10 | 22 | 1 | 1.1 | 1.1 | -5
Cc1ccccc1CC1(CO)CCCN(C(=O)c2ccc3ncccc3c2)C1 (stereo not given) | -1 | 1.1 | 0.87 | 1.1 | -4 | 2 | 1 | 1 | 1 | 0
Cc1ccc2oc(-c3cccc(NC(=S)NC(=O)c4cccs4)c3)nc2c1 | 6 | 1 | 2.6 | 1.4 | -7 | 132 | 0.9 | 0.9 | 0.9 | 6
CC(=O)Nc1ccc(C(=O)OCc2ccc(F)cc2Cl)cc1 | 0 | 1 | 0.94 | 1 | -3 | 9 | 1 | 0.9 | 1 | -4
COC(=O)C12CCC3(SCCS3)C(C(=O)OC)(CCC13SCCS3)C2 | 1 | 0.9 | 0.96 | 0.9 | 22 | 16 | 1 | 0.9 | 1 | -4
Cc1ccc(S(=O)(=O)N2CCC(C(=O)NCCN3CCCCCC3)CC2)cc1 | -3 | 1 | 0.89 | 1.7 | -13 | -6 | 1 | 1 | 1 | 0
Cc1ccc(OCC(=O)c2cc(C)n(Cc3cccs3)c2C)c([N+](=O)[O-])n1 | 1 | 0.7 | 0.51 | 0.9 | -2 | 2 | 1 | 0.9 | 1 | 3
CCOC(=O)c1ccc(N2C(=O)CC(Sc3nnc(C)s3)C2=O)cc1 (stereo not given) | -1 | 1.2 | 1.1 | 1 | -10 | 2 | 1.1 | 1 | 1 | -7
N#Cc1c2n(c3c(=O)[nH]cnc13)CCCC2 | -5 | 1.1 | 1.1 | 1 | -11 | 17 | 1 | 1.1 | 1 | 0
Cc1ccc(C(=O)NNC(=O)C2CCN(Cc3ccc(Cl)c(Cl)c3)CC2)cc1 | -4 | 1 | 1 | 1 | -11 | -6 | 1.1 | 1 | 1 | -8
O=C(Nc1ccc(C(=O)O)cc1)/C(=C\c1ccc2c(c1)OCO2)NC(=O)c1ccc(Br)cc1 | -2 | 1.1 | 1.1 | 0.9 | -6 | -3 | 1 | 1.1 | 1 | 0
CC(C)(C)NC(=O)Cn1cnc2cc([N+](=O)[O-])ccc2c1=O | -2 | 1 | 1.1 | 1.3 | 2 | 1 | 1 | 1.2 | 1 | -4
Clc1cccc(Oc2cnc3ccccc3n2)c1 | -4 | 0.8 | 1.3 | 0.9 | -12 | 12 | 1 | 0.9 | 1 | -2
CCOC(=O)CNC(=O)c1cn(CC)c(=O)c2cc(OC)c(OC)cc12 | -2 | 0.9 | 0.81 | 1.1 | -5 | -4 | 1.1 | 0.8 | 1 | -7
Cc1cccc(-c2nc(CSCC(=O)N3CCN(Cc4ccc5c(c4)OCO5)CC3)c(C)o2)c1 | -4 | 0.7 | 0.75 | 1 | -29 | -3 | 1.1 | 0.8 | 1 | -7
O=C(c1cn(-c2ccc(Cl)c(Cl)c2)nn1)C1CC1 | -2 | 1 | 1.7 | 1 | -7 | 16 | 1 | 1 | 1 | -4
CCOC(=O)CCCCC(=O)c1[nH]c(=O)[nH]c1CSc1nc(C)cc(C)n1 | -11 | 1 | 1.2 | 1.1 | -14 | 16 | 1.1 | 1 | 1.1 | -8
Cc1cccc(-n2cc(CNCCN3CCOC3=O)c(-c3cccc(F)c3)n2)c1 | -6 | 1.2 | 1.1 | 0.9 | -12 | 14 | 0.9 | 1.3 | 1.1 | 6
Cc1cccc(OCC2=N/C(=C\N(C)C)C(=O)O2)c1 | -6 | 1 | 1.1 | 1 | -14 | -2 | 1 | 1 | 1.1 | 1
CCN1CCCC1CNC(=O)c1ccc2c(=O)n(CCOC)c(=O)[nH]c2c1 (stereo not given) | 1 | 1 | 0.98 | 0.9 | -5 | 1 | 1 | 1 | 1 | -1
O=C(N/N=C/c1ccc2c(c1)OCO2)c1ccc2ccccc2n1 | -5 | 0.9 | 1 | 1.1 | -17 | 24 | 0.3 | 1 | 1 | 67*
COc1ccc(NC(=O)/C(C#N)=C/c2c(C)nn(-c3ccc(F)cc3)c2Cl)cc1OC | -3 | 1 | 1.1 | 1 | -1 | 8 | 1 | 1.1 | 1 | -3
O=C(CNC(=O)Cc1ccccc1)N=Nc1c(O)n(Cc2ccc3c(c2)OCO3)c2ccccc12 | 1 | 0.9 | 0.88 | 0.9 | -4 | 4 | 1.1 | 0.8 | 1 | -7
CCCc1nc2c(c(=O)c3ccccc3n2C)c(=O)n1-c1ccc(F)cc1 | -4 | 1.3 | 1.2 | 1.1 | 3 | 5 | 1.1 | 1.2 | 1 | -6
O=C(CSc1ccccn1)Nc1nncs1 | -5 | 1 | 1.4 | 0.9 | -12 | 4 | 1.1 | 1 | 1.1 | -8
Cc1cc(C)cc(OCC(=O)NNC(=O)CN2C(=O)c3ccccc3C2=O)c1 | -2 | 1.1 | 1.1 | 1.1 | 2 | 13 | 1.1 | 1 | 1 | -9
Cc1cccc(C)c1OCC(=O)Nc1ccc(N2CCOCC2)cc1 | -6 | 1 | 1.2 | 1 | -5 | 1 | 1.1 | 1 | 1.1 | -7
O=C(N/N=C/C=C/c1ccccc1)NC1CCCCC1 | -3 | 1 | 1.2 | 0.9 | -10 | 0 | 1 | 1 | 1 | -2
Cc1cc([N+](=O)[O-])ccc1NCc1ccccc1 | 7 | 0.9 | 1.2 | 0.7 | 7 | 7 | 1 | 0.9 | 0.9 | 0
O=C(CN1C(=O)CCS(=O)(=O)c2ccccc21)NCc1ccccc1 | -3 | 1.1 | 2 | 0.9 | -10 | -13 | 1.1 | 1 | 1 | -6
Cc1cnc2c(C(=O)O)cnn2c1 | -4 | 1.1 | 1.2 | 1 | -11 | 6 | 1.1 | 1 | 1 | -8
C/C(=N\NC(=O)CSc1nc2ccccc2s1)c1ccco1 | 0 | 0.9 | 1.1 | 1.1 | 0 | 2 | 1 | 1 | 1 | 0
O=C(CNC(=O)c1ccccc1Cl)N/N=C/c1ccc([N+](=O)[O-])s1 | 8 | 1 | 0.86 | 0.9 | 4 | -24 | 1.1 | 1 | 0.9 | -7
COc1ccc(N2CCN(C(c3nnnn3CCc3ccccc3)C(C)C)CC2)cc1 (stereo not given) | -11 | 0.8 | 0.81 | 1 | -5 | 0 | 1.1 | 0.9 | 1.1 | -9
O=C1Nc2cc(Cl)c(Cl)cc2N(O)N1c1cccc(Cl)c1 | -6 | 1.1 | 1.1 | 1 | -12 | -6 | 1.1 | 1.1 | 1.1 | -6
CCOc1cc(/C=C(\C#N)C(N)=O)ccc1OS(=O)(=O)c1ccccc1 | 0 | 1 | 0.99 | 0.9 | 20 | -3 | 1.1 | 1 | 1 | -8
Cc1ccc(CNC(=O)c2cnc(-c3ccccn3)nc2C(F)(F)F)cc1 | 1 | 1 | 1.2 | 1 | -3 | 22 | 1 | 1 | 1 | -3
N/C(=N\N=C\c1ccc(O)cc1)c1nonc1N | 1 | 1 | 5.1* | 1.1 | -7 | 91 | 0.5 | 1.1 | 1 | 51*
Cc1ccnc(N2C(=O)c3ccccc3C2O)c1 (stereo not given) | -1 | 1 | 2.6 | 0.9 | -11 | 153* | 0.6 | 1 | 1 | 36
O=S1(=O)c2ccccc2N=NN1Cc1ccc(Cl)c(Cl)c1 | 5 | 1.2 | 0.99 | 0.8 | 4 | nt | 1 | 1 | 1 | -2
C=CCN1CCN(C(CC(C)C)c2nnnn2CCOC)CC1 (stereo not given) | -10 | 1.1 | 0.93 | 0.9 | -5 | 12 | 1.1 | 1 | 1.1 | -12
COc1cc(/C=C/C(=O)NCc2ccccn2)cc(OC)c1OC | -2 | 0.9 | 1.2 | 0.9 | -8 | 12 | 1 | 0.9 | 1 | -4
CN(CCC#N)C(=O)COC(=O)c1ccc2[nH]c3c(c2c1)CCCC3 | -1 | 1 | 1.6 | 1 | 6 | 21 | 1.1 | 1.1 | 1 | -5
CCNC(=S)Nc1cc(OCC)c(N2CCOCC2)cc1OCC | -2 | 0.4 | 0.98 | 1.1 | -7 | -10 | 1 | 0.8 | 1 | -4
CCOC(=O)c1cnc(-n2nc(C)cc2C)nc1Nc1ccc(OC)cc1 | 0 | 0.8 | 0.77 | 0.8 | -8 | 3 | 1.1 | 0.9 | 1 | -7
C=CCn1c(SCCCc2ccccc2)nc2c1c(=O)[nH]c(=O)n2C | -2 | 0.9 | 0.75 | 1 | -15 | 33 | 1 | 0.8 | 1 | -1
O=C(CSc1nnc2ccc(-c3cccnc3)nn12)Nc1ccc(F)cc1F | 2 | 0.9 | 1.2 | 0.9 | 0 | 13 | 1.1 | 0.9 | 1 | -5

Exported with two lines to a compound: six of the compounds above.
Below each SMILES: TNAP inh hi DEA | PMI act satM6P | NF-kB neuron act | bIAP act | TNAP inh noacc | APP 5'UTR act | FLuc stim CS | PMI act | TNAP act hi DEA | FLuc inhib CS
- CCNC(=S)Nc1cc(OCC)c(N2CCOCC2)cc1OCC
  -2 | 0.4 | 0.98 | 1.1 | -7 | -10 | 1 | 0.8 | 1 | -4
- C=CCn1c(SCCCc2ccccc2)nc2c1c(=O)[nH]c(=O)n2C
  -2 | 0.9 | 0.75 | 1 | -15 | 33 | 1 | 0.8 | 1 | -1
- CN(CCC#N)C(=O)COC(=O)c1ccc2[nH]c3c(c2c1)CCCC3
  -1 | 1 | 1.6 | 1 | 6 | 21 | 1.1 | 1.1 | 1 | -5
- COc1cc(/C=C/C(=O)NCc2ccccn2)cc(OC)c1OC
  -2 | 0.9 | 1.2 | 0.9 | -8 | 12 | 1 | 0.9 | 1 | -4
- CCOC(=O)c1cnc(-n2nc(C)cc2C)nc1Nc1ccc(OC)cc1
  0 | 0.8 | 0.77 | 0.8 | -8 | 3 | 1.1 | 0.9 | 1 | -7
- O=C(CSc1nnc2ccc(-c3cccnc3)nn12)Nc1ccc(F)cc1F
  2 | 0.9 | 1.2 | 0.9 | 0 | 13 | 1.1 | 0.9 | 1 | -5

High-throughput results (PubChem BioAssay)
